Screens: PubChem BioAssay, The Scripps Research Institute Molecular Screening Center
V1R ag counter: agonists of human V1a receptor, primary screen, counter-screen for OXTR agonist project, fluorescence, CHO-V1R cells | hit rate 0.25% among 320,000 | Fluo-8 calcium fluorescence, agonist mode; 0% DMSO, 100% 3 nM vasopressin | Vasopressin V1a receptor (Homo sapiens), P37288 | activation, % at 3 µM;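 active = activation above the mean activation of all tested compounds plus 3 SD, per screening run, cut at about 20% in these data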;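 note: signal is peak over basal fluorescence ratio across a 100 second FLIPR read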
CHO-K1 Ca antag: counter-screen for M1 antagonists: effect in parental CHO-K1 cells. hit rate 0.6% among 360,000. inhibition, % at 3 µM. ATP-induced calcium, Fluo-8 fluorescence;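 active = inhibition above a per-plate cutoff, the plate's mean sample inhibition plus 3 SD, cut at about 24% in these data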;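 note: 0% = DMSO plus EC80 ATP and 100% = DMSO alone without ATP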
GPR7 antagonist: GPR7 receptor antagonists, primary screen, cell-based, fluorescence, single concentration. AID 1861, 2009. GPR7-expressing cells, fluorescence antagonist assay. inhibition, % at 4.4 µM. Neuropeptides B/W receptor type 1 (Homo sapiens), P48145. hit rate 1.1% among 290,000; in the data active = inhibition above about 16%, passing the limit was not always enough;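 note: cells stimulated with the agonist NPW; 0% = agonist with vehicle and 100% = vehicle without agonist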
Target sequence (P48145 whole entry, looked up): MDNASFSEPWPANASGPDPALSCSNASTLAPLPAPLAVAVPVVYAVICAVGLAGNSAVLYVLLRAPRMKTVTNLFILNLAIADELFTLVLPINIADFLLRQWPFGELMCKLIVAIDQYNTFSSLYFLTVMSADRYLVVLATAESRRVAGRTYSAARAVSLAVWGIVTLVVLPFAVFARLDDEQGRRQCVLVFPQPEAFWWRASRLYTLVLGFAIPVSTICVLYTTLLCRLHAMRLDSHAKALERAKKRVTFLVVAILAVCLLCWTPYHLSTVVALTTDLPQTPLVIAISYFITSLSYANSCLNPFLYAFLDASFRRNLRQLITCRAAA
OXTR ag: human OXTR agonists, primary screen, fluorescence, CHO-OTR cells, Fluo-8 calcium. Fluo-8 calcium fluorescence; normalized: DMSO 0%, oxytocin 100%. activation, % at 3 µM. hit rate 0.32% among 320,000;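 active = activation above the mean of all tested compounds plus 3 SD, cutoff set per screening run, cut at about 20% in these data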;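 note: peak over basal fluorescence ratio from a 100 s FLIPR kinetic read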
Target sequence (P30559 whole entry, looked up): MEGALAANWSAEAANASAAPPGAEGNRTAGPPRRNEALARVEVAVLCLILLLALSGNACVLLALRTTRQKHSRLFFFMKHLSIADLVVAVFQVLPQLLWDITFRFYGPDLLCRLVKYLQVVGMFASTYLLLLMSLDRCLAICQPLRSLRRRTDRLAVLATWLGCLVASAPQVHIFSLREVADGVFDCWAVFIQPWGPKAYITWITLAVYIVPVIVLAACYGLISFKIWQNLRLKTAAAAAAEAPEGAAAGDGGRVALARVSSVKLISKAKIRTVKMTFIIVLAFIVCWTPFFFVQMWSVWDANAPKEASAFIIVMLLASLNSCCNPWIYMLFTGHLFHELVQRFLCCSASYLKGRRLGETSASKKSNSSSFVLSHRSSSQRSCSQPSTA
CHO parental Ca: ATP-evoked calcium signal inhibitors, parental CHO, primary screen, counter-screen for OX1R antagonist project, cell-based, fluorescence, Fluo-8 calcium dye | parental CHO-K1, ATP-induced calcium, Fluo-8 fluorescence | inhibition, % at 5.6 µM | hit rate 0.63% among 330,000;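 active = inhibition above that plate's mean sample inhibition plus 3 SD, cut at about 26% in these data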;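 note: 0% = ATP-challenged DMSO wells and 100% = DMSO wells without ATP; some compounds past the cut are filed as inactive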
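Assay system – parental CHO cells · Reagent – ATP stimulus · Detection – intracellular calcium via Fluo-8 no-wash fluorescent dye · Evaluation – percent inhibition of ATP-evoked calcium rise, normalized to controls · Controls – ATP wells versus no-ATP DMSO wells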
OXTR potentiator: human OXTR potentiators, primary screen, fluorescence, CHO-OTR cells, Fluo-8 calcium; Oxytocin receptor (Homo sapiens), P30559; Fluo-8 calcium fluorescence, potentiator mode; 0% = oxytocin EC15, 100% = EC100; activation, % at 3 µM; hit rate 0.061% among 320,000; AID 2445, 2010;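 active = activation above that plate's cutoff, the mean activation of tested compounds plus 3 SD, cut at about 6.6% in these data, passing the limit was not always enough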;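 note: 100% uses oxytocin at 75 nM as the full agonist control; some results filed as inactive read as strong as hits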
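Assay system: CHO cell line stably expressing human OTR. Reagent: EC15 oxytocin agonist. Dosing: single dose, 3.0 µM nominal final compound concentration. Timing: compound 6 min at room temperature before oxytocin, 100 s read. Signal: kinetic Fluo-8 calcium fluorescence. Controls: oxytocin EC15 low and EC100 high.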
CHO-K1 Ca ag: counter-screen for M1 agonists: effect in parental CHO-K1 cells. Fluo-8 calcium fluorescence; scaled to maximal ATP response, vehicle zero. activation, % at 3 µM. hit rate 0.48% among 360,000. AID 602248, 2012; in the data active = activation above about 15%;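 note: untransfected CHO-K1 host cells lacking M1 receptor as counterscreen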
CHO-K1 Ca PAM: nonselective calcium activators in parental CHO-K1 cells, primary screen, counter-screen for M1 PAM project, cell-based, Fluo-8 calcium fluorescence, full deck, 1536-well; ATP EC20; 0% at ATP EC20, 100% at ATP max; hit rate 0.02% among 360,000; activation, % at 3 µM;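 active = activation above the run cutoff, the mean activation of all test compounds plus 3 SD, cut at about 40% in these data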;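 note: peak over basal fluorescence ratio in a 140 s read after ATP addition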
TAAR1 antag: human TAAR1 antagonists, primary screen, Fluo-8 calcium fluorescence, CHO RD-HGA16 cells; Trace amine-associated receptor 1 (Homo sapiens), Q96RJ0; hit rate 1.5% among 360,000; inhibition, % at 3 µM; antagonist; AID 624466, 2012;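 active = inhibition above a per-plate cutoff, the mean inhibition of test compounds on that plate plus 3 SD, cut at about 49% in these data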;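 note: 0% = DMSO plus EC80 beta-PEA response and 100% = DMSO alone without agonist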
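Test system: CHO RD-HGA16 cells bearing hTAAR1 | Reagent: β-PEA, EC80 | Compound dosing: 3 µM, single point | Schedule: Dye loading 75 min at 37 °C, then 30 min room temperature | Signal: Calcium fluorescence with Fluo-8 | Evaluation: Percent inhibition of PEA-evoked calcium signal, max/basal emission ratio | Control set: DMSO-only wells and EC80 β-PEA-stimulated wells | Repeats: Singlicate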
Active calls of the source: *; x = not tested or not shown. No enrichment for hits. About 3.5% of those tested had a hit in this group.

canonical_smiles,CHO-K1 Ca antag,CHO parental Ca,CHO-K1 Ca PAM,OXTR potentiator,V1R ag counter,TAAR1 antag,GPR7 antagonist,CHO-K1 Ca ag,OXTR ag
COc1ccc(NC(=O)/C=C/C(=O)O)c([N+](=O)[O-])c1,-8,3,14,-10,0.8,-16,-12,1.0,-0.6
CCOC(=O)c1sc(-c2ccccc2)cc1NC(=O)CSc1nnnn1C,0,-7,4,1,0.6,2,-12,0.1,-0.6
O=C(c1nc2n(n1)C(c1ccc(Cl)cc1)C=C(c1ccccc1)N2)N1CCOCC1 (stereo not drawn),1,-17,15,-8,1.1,-5,3,0.6,0.0
Cc1cc(C)c(S(=O)(=O)c2ccccc2C)c(N(C)C)n1,-13,-6,24,-14,0.3,-10,-13,-0.2,-3.1
COc1ccc(NC(=O)CN(C)C(=O)Cc2ccc(S(=O)(=O)N3CCOCC3)s2)cc1,-6,1,-11,-1,-0.2,-13,x,-0.4,-0.8
O=C(O)CCCC(=O)NCCc1ccncc1,-8,-5,2,-4,0.4,0,-12,-0.1,0.8
NC(=O)NC(=O)CC1S/C(=N/N=C2\CSC(=O)N2)NC1=O (stereo not drawn),-17,-3,5,1,1.6,-21,0,0.6,0.2
CCC(Cc1ccccc1)OC(=O)c1ccccc1C(=O)O (stereo not drawn),0,x,-11,x,x,-11,x,-0.3,x
Cc1cc(O)c(C(C[N+](=O)[O-])c2ccc(Cl)cc2Cl)c(=O)o1 (stereo not drawn),-15,1,20,-4,0.5,x,-2,-0.8,0.2
CN(C)C(CNC(=O)c1cccc(S(=O)(=O)NCc2ccccc2)c1)c1ccccc1 (stereo not drawn),-5,x,-18,x,x,12,x,1.4,x
N#C/C(=C\c1ccc(C(=O)O)cc1)c1ccccn1,-22,-6,16,-5,0.1,-1,-9,1.2,-1.1
COc1cc(S(=O)(=O)N2CCN(Cc3ccc4c(c3)OCO4)CC2)c(C)cc1C,-8,-11,11,-1,0.1,-11,-6,-0.1,-0.6
O=C(CCn1c(=O)c2ccccc2n(CC(=O)NCCC2=CCCCC2)c1=O)NCc1ccco1,-8,-22,0,6,0.0,5,-10,0.2,-1.4
Cc1cccc(NS(=O)(=O)c2c(C(=O)N3CCCC3)c(C)n(C)c2C)c1,-4,-4,15,-5,0.0,-20,10,-0.1,-0.1
COc1ccc(NC(=S)NC(NC(=O)c2ccccc2Cl)C(Cl)(Cl)Cl)c([N+](=O)[O-])c1 (stereo not drawn),-1,-32,-7,-11,2.0,-20,-6,2.5,4.0
COc1cc(OC)cc(C(=O)OCC(=O)NC2CCCCCC2)c1,-14,-15,25,-9,0.0,16,x,0.2,-1.9
C/C(=N\NC(=O)c1cc(-c2ccccn2)nc2ccccc12)c1cccc([N+](=O)[O-])c1,-1,-12,4,1,0.5,-24,-14,0.3,0.1
CCOC(=O)N1CCN(S(=O)(=O)c2ccc(C(=O)Nc3ccc(F)cc3F)cc2)CC1,-12,4,6,-13,9.0,18,12,1.4,15
Cc1ccc(NS(=O)(=O)c2c(C)[nH]c(C)c2C(=O)N2CCCCC2)c(C)c1,-12,-23,3,-8,1.1,-2,2,1.0,0.3
COc1ccc(C)cc1NC(=O)COC(=O)c1c(C)nn(-c2ccccc2)c1C,-14,-1,15,-9,3.8,18,x,6.7,3.3
CC(C)OC(=O)c1cccc(NC(=O)CSc2nnc(N)s2)c1,-13,-7,7,-5,0.5,-33,-4,2.3,-0.3
O=S(Cc1ccccc1)c1ccccc1 (stereo not drawn),-11,x,14,x,x,-23,x,1.1,x
O=S(=O)(c1ccccc1)[C@@]1(c2ccccc2)C[C@@H]2ON=C(c3cccc(-c4ccccc4)c3)[C@@H]2C1,11,-22,-5,-12,0.9,4,x,1.4,-0.2
O=C(/C=C/c1ncc(C(F)(F)F)cc1Cl)OCc1ccccc1,-1,-6,0,-3,-0.5,-21,-8,0.3,-0.1

Profiles, looked up by structure. Order of screens: CHO-K1 Ca antag, CHO parental Ca, CHO-K1 Ca PAM, OXTR potentiator, V1R ag counter, TAAR1 antag, GPR7 antagonist, CHO-K1 Ca ag, OXTR ag
CC(C)OC(=O)c1cccc(NC(=O)CSc2nnc(N)s2)c1 as listed: -13, -7, 7, -5, 0.5, -33, -4, 2.3, -0.3
C/C(=N\NC(=O)c1cc(-c2ccccn2)nc2ccccc12)c1cccc([N+](=O)[O-])c1 as listed: -1, -12, 4, 1, 0.5, -24, -14, 0.3, 0.1
COc1ccc(C)cc1NC(=O)COC(=O)c1c(C)nn(-c2ccccc2)c1C as listed: -14, -1, 15, -9, 3.8, 18, x, 6.7, 3.3
O=S(Cc1ccccc1)c1ccccc1 (stereo not drawn) as listed: -11, x, 14, x, x, -23, x, 1.1, x
CCOC(=O)N1CCN(S(=O)(=O)c2ccc(C(=O)Nc3ccc(F)cc3F)cc2)CC1 as listed: -12, 4, 6, -13, 9.0, 18, 12, 1.4, 15

Remaining list, next part:
canonical_smiles,CHO-K1 Ca antag,CHO parental Ca,CHO-K1 Ca PAM,OXTR potentiator,V1R ag counter,TAAR1 antag,GPR7 antagonist,CHO-K1 Ca ag,OXTR ag
Cc1ccccc1Cn1c(=N)n(CC(O)c2ccco2)c2ccccc21 (stereo not drawn),-9,-21,23,-9,3.4,11,14,0.6,3.0
Cc1cc(C)n2nc(SC(C)C(=O)Nc3ccc(Cl)cn3)nc2n1 (stereo not drawn),-11,1,3,-7,-0.9,-30,-7,-0.3,0.0
O=C(NCC(=O)N1CCOCC1)c1ccc(Br)cc1,-1,-2,5,-3,0.2,-28,5,0.5,-0.5
CC(O)(c1cccc(F)c1)c1nc(-c2ccc3c(c2)OCO3)cs1 (stereo not drawn),-5,x,2,x,x,16,x,0.4,x
CCOc1cc(NC(=O)Nc2ccccc2)c(OCC)cc1NC(=O)CC,-1,x,14,x,x,-2,8,0.1,x
O=c1cc(O)c(-c2cccc(Cl)c2)c(Cl)[nH]1,10,2,4,-12,-0.1,3,-2,-0.2,-0.4
CSc1ccccc1NC(=O)COC(=O)c1ccccc1Cc1ccccc1,-2,22,-7,-2,1.4,47,-6,-0.3,0.6
O=C(NC(=S)Nc1ccc(Cc2ccncc2)cc1)c1ccccc1Cl,-5,0,9,-6,0.1,6,0,-0.1,0.5
O=C(Nc1ccccc1N1CCCC1)c1cccnc1,-5,0,14,-2,0.1,12,-8,1.6,1.3
Cc1ccc(OCCn2c(=O)cnc3ccccc32)cc1,10,-11,10,-9,3.6,-17,12,2.4,1.6
COc1ccc(NS(=O)(=O)c2cccc(N/C(=N\S(=O)(=O)c3ccccc3)c3ccc(F)cc3)c2)cc1,2,7,18,-6,5.5,12,21*,2.5,4.0
O=C(NCc1ccc2c(c1)OCO2)c1ccc(N2C(=O)C3CCCCC3C2=O)cc1 (stereo not drawn),-1,1,7,-5,3.3,x,10,1.8,3.2
COc1ccc(C(=O)c2cn(-c3cccc(Br)c3)nc2C(C)=O)cc1,-8,-17,17,-9,-0.7,-3,x,0.8,-1.4
CCCCOc1ccc(C(=O)N2CCNC(=O)C2CC(=O)OC(C)C)cc1 (stereo not drawn),2,-5,7,-4,0.0,-5,-9,0.8,-0.5
Cc1ccc(NC(=O)c2cc3c(s2)CCCC3)cc1,19,-16,-24,-6,-0.6,-30,-8,0.3,-0.2
CCCOc1ccc(CNC(=O)c2ccc3nc(N4CCOCC4)sc3c2)cc1,-3,-15,14,-2,0.1,-19,-7,2.6,-0.2
O=c1nc(NO)ccn1C1CCCO1 (stereo not drawn),-14,x,23,x,x,-25,x,0.6,x
O=C(COC(=O)c1cccc(S(=O)(=O)N2CCCCCC2)c1)Nc1ccccc1,4,x,-16,x,x,10,x,1.9,x
Cc1ccc(CNC(=O)C2(S(=O)(=O)c3ccc(C)cc3)CC2)cc1,-16,-20,-23,3,-1.2,-10,-9,-1.1,-2.4
CC(=O)N1c2ccc(S(=O)(=O)NCCC(=O)Nc3cccc(Cl)c3)cc2CC1C (stereo not drawn),0,-26,-11,-10,2.3,-21,4,1.7,2.9
O=C(CCCCCn1c(SCc2ccncc2)nc2ccccc2c1=O)NCc1ccco1,-1,-31,3,-3,-1.4,-1,0,0.4,-1.8
COc1ccc(S(=O)(=O)N2CCOC2CNC(=O)C(=O)NCc2ccccc2OC)cc1 (stereo not drawn),4,5,10,-9,4.5,8,13,7.0,0.6
O=[N+]([O-])c1cc(S(=O)(=O)N2CCCC2)ccc1N/N=C/c1ccccn1,-11,-7,21,9,-0.2,-5,-9,0.0,2.6
CC(=O)c1sc(NC(=O)c2ccccc2F)nc1C,-4,-3,11,0,-0.4,17,4,0.2,-0.8
COc1ccc(NC2CCCN(C(=O)c3cccs3)C2)cc1 (stereo not drawn),-5,-23,14,3,-0.3,-15,-2,3.0,-0.5
O=C(COC(=O)c1cnccn1)c1ccc(Cl)c([N+](=O)[O-])c1,2,2,13,-4,-1.2,-54,-10,0.6,-0.4
O=C(Cn1nnc(-c2cc(Cl)ccc2-n2cnnn2)n1)N1CCCc2ccccc21,-12,-14,14,-18,0.1,19,-14,1.9,-2.0
CCCCNCc1cc(Br)c(OCC(=O)N2CCOCC2)c(OC)c1,-18,-5,20,-4,0.6,-14,-19,0.9,1.2
